Source: PubChem BioAssay
SRC3 inh: SRC3 coactivator transcriptional activity inhibitors, primary screen, cell-based, luminescence; 360,000 tested, 0.17% active; Nuclear receptor coactivator 3 (Homo sapiens), Q9Y6Q9; HEK293 GAL4-SRC3 luciferase reporter; inhibition, % at 3.6 µM; AID 588352, 2011;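 active = inhibition above a per-campaign cutoff, the mean of all compounds plus 3 SD, cut at about 60% in these data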;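 note: 0% = DMSO-treated cells and 100% = gossypol-treated cells at 36 µM; higher means less SRC3-driven luciferase light from the GAL4 reporter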
NCOA2 inhibitor: inhibition of GAL4-SRC2 driven luciferase reporter, primary screen, SRC2 inhibitor project, cell-based, luminescence; Nuclear receptor coactivator 2 (Homo sapiens), Q15596; HEK293 GAL4-SRC2 luciferase reporter; inhibition, % at 9 µM; 370,000 tested, 0.17% active; AID 651957, 2012;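 active = inhibition above the mean inhibition of all tested compounds plus 3 SD, set per campaign, cut at about 52% in these data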;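 note: 0% = DMSO treated cells and 100% = cells given Gossypol at 36 µM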
TLR9-MyD88 block: inhibitors of TLR9-MyD88 association in cells, primary screen, cell-based, CHO, BLA complementation, fluorescence; Toll-like receptor 9 (Homo sapiens) + Myeloid differentiation primary response protein …; CCF4 FRET ratio; inhibition, % at 4.98 µM; 340,000 tested, 0.21% active; AID 504734, 2011;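 active = inhibition above the mean over all tested compounds plus 3 SD, cut at about 21% in these data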;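 note: 0% = DMSO only wells and 100% = clavulanate BLA inhibitor control wells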
Target sequence (Q99836 whole entry, looked up): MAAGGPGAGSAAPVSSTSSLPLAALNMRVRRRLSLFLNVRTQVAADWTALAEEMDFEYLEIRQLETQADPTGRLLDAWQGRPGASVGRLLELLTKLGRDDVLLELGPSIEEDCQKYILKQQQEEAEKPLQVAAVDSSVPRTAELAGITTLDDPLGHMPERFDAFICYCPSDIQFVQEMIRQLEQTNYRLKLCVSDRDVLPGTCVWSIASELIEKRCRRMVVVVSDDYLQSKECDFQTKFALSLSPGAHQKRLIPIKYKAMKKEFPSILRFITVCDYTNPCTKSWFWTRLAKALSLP
Target sequence (Q9NR96 whole entry, looked up): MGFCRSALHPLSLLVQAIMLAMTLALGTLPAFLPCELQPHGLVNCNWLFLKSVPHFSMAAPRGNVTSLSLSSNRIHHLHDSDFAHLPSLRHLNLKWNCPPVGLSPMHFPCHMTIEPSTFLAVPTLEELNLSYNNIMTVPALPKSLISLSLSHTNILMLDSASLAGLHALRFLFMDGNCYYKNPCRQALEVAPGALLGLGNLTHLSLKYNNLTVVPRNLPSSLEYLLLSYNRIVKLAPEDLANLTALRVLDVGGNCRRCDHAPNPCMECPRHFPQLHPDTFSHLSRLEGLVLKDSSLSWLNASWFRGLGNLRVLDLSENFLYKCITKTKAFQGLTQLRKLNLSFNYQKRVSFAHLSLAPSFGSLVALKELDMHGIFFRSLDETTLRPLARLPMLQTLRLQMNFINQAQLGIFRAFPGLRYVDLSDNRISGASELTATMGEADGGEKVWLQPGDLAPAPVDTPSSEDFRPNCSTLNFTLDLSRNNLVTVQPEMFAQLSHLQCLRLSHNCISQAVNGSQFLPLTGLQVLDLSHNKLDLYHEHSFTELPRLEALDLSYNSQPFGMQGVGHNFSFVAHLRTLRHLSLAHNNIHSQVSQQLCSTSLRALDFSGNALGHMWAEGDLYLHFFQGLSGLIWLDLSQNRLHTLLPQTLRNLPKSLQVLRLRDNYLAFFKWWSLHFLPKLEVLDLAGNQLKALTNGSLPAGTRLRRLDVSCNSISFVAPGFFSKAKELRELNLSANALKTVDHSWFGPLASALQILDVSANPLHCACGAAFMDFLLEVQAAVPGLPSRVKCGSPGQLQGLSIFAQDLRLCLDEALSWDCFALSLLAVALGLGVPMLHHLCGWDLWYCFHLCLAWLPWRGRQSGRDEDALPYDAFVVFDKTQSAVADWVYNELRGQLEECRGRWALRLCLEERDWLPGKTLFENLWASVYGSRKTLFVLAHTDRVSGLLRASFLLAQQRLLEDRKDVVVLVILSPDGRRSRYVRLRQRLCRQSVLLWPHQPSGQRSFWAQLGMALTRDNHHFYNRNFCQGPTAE
NR2F2 inh: NR2F2 transcriptional activity inhibitors, primary screen, cell-based, luciferase reporter, HEK293T, luminescence; inhibition, % at 8.6 µM; 370,000 tested, 0.7% active; COUP transcription factor 2 (Homo sapiens), P24468; HEK293T NGFI-A luciferase reporter;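 active = inhibition above a per-plate cutoff, mean inhibition of test wells between control levels plus 3 SD, cut at about 38% in these data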;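 note: cells cotransfected with COUP-TFII expression vector driving the NGFI-A reporter; 0% = median of COUP-TF2 test wells and 100% = reporter-only cells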
NCOA1 inh: SRC1 coactivator transcriptional activity inhibitors, primary screen, cell-based, luminescence. HEK293 GAL4-SRC1 luciferase reporter. 360,000 tested, 0.12% active. inhibition, % at 3.6 µM. Nuclear receptor coactivator 1 (Homo sapiens), Q15788;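 active = inhibition above the campaign mean plus 3 SD, with each screening campaign given its own cutoff, cut at about 60% in these data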;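 note: 0% = DMSO treated cells and 100% = gossypol at 36 µM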
NOD2-RIPK2 inh: NOD2-RIPK2 binding disruptors in cells, primary screen, fluorescence, CHO cells, BLA complementation; Receptor-interacting serine/threonine-protein kinase 2 (Homo sapiens), O43353; CCF4 ratio; inhibition, % at 4.98 µM; 360,000 tested, 0.38% active; in the data active = inhibition above about 21%;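 note: 0% = vehicle only and 100% = reference blocker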
EBV LMP1 NFkB: EBV LMP1-driven NF-kappaB luciferase reporter inhibitors, primary screen, cell-based, luminescence, single point. LMP1-induced NF-kappaB luciferase reporter cells. inhibition, % at 12.5 µM. 350,000 tested, 0.69% active. AID 504558, 2011; in the data active = inhibition above about 41%;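 note: 0% = neutral control wells and 100% = reference inhibitor control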
LRH-1 inv ag: LRH-1 (NR5A2) inverse agonists, primary screen, cell-based, luminescence, HEK293T, StAR-luciferase reporter; inhibition, % at 3.6 µM; Nuclear receptor subfamily 5 group A member 2 (Homo sapiens), O00482; AID 602396, 2012; 360,000 tested, 0.13% active; LRH-1 transfected, 24 h;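 active = inhibition above the mean inhibition of all tested compounds plus 3 SD, cut at about 73% in these data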;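 note: 0% = DMSO wells and 100% = reporter-only cells lacking LRH-1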
MC4R ag barr: MC4R agonists recruiting beta-arrestin, primary screen, cell-based, luminescence, agonist arm of biased-ligand search; Melanocortin receptor 4 (Homo sapiens), P32245; U2OS MC4R beta-arrestin complementation; percent of melanotan II response, DMSO zero; activation, % at 8.9 µM; 360,000 tested, 0.98% active; AID 540308, 2011;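 active = activation above a per-plate cutoff, the mean activation of sample wells on that plate plus 3 SD, cut at about 8% in these data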
ABHD5-PLIN5 inh: ABHD5-PLIN5 interaction inhibitors, primary screen, cell lysate, split luciferase complementation, luminescence | Split G. princeps luciferase complementation, 4 h | inhibition, % at 4 µM | 360,000 tested, 0.78% active | Perilipin-5 (Homo sapiens) + 1-acylglycerol-3-phosphate O-acyltransferase ABHD5 (Homo …;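 active = inhibition above the mean inhibition across every tested compound plus 3 SD, cut at about 22% in these data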;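 note: 0% = DMSO only wells and the 100% control is not disclosed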
MC4R antagonist: MC4R antagonists of cAMP signaling, primary screen, cell-based, TR-FRET, antagonist arm of biased-ligand search | MC4R-expressing cells, MTII-stimulated cAMP, LANCE TR-FRET | inhibition, % at 6.5 µM | 360,000 tested, 0.48% active;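 active = inhibition above its plate's cutoff, the mean of tested wells on that plate plus 3 SD, cut at about 29% in these data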;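 note: 0% = Melanotan II alone and 100% = Melanotan II plus saturating MCL0020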
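Assay system: human MC4R-expressing U2OS cells; reagent: Melanotan II stimulation of cells; dosing: 6.5 µM single dose; timing: compound 30 min, challenge 1 h, detection 1 h; signal: TR-FRET cAMP assay; replicates: one well per compound, no replicates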
Starred values were filed as active, the others as inactive; i = inactive; & = joins results of further samples. A portion of the library (hit frequency here may not be typical).

smiles,SRC3 inh,NCOA2 inhibitor,TLR9-MyD88 block,NR2F2 inh,NCOA1 inh,NOD2-RIPK2 inh,EBV LMP1 NFkB,LRH-1 inv ag,MC4R ag barr,ABHD5-PLIN5 inh,MC4R antagonist
CCCn1cc2c(c1-c1ccc(C)cc1)c(=O)n(C)c(=O)n2C,3.1,-7.0,1.9,-11.9,-2.6,-6.6,4.9,14.3,-2.2,-4.9,3.6
CC1CCN(C(=O)CN(c2ccc3c(c2)OCO3)S(C)(=O)=O)CC1,-1.3,8.9,-3.4,16.3,6.5,8.8,5.6,1.3,-0.4,-13.2,-0.8
Cc1csc(NC(C)c2nc3cc(C(F)(F)F)ccc3n2CCCO)n1 (stereo not given),-1.4,-0.7,-3.5,4.3,2.8,-9.2,-4.5,21.9,-0.9,3.4,2.8
NC(=O)CC(NC(=O)c1ccccc1)c1ccc(NCc2ccccn2)c([N+](=O)[O-])c1 (stereo not given),-6.1,1.9,4.9,6.4,-10.9,-36.6,5.5,-9.3,-0.7,-5.3,7.3
Cc1ccc2nc(N3CCN(C)CC3)c(C#N)cc2c1,5.6,-51.5,1.3,16.9,-0.6,-1.7,-3.5,18.6,-0.6,7.0,13.2
CCOCCn1c(CN2CCN(c3ccccc3)CC2)nc2c1c(=O)n(C)c(=O)n2C,4.6,-48.3,-3.1,0.6,-18.5,-1.7,1.1,-4.5,-2.0,2.1,14.0
Cc1cc(C)c(NC(=O)COC(=O)/C=C/c2cccs2)c(C)c1,18.1,-13.8,0.6,6.3,3.5,-16.0,4.0,23.7,0.0,0.2,-0.9
CC(C)c1cc(=O)oc2c3c4c(cc12)CCCN4CCC3,7.8,-14.7,0.6,8.4,0.7,7.3,1.7,36.2,-0.5,1.3,11.0
COc1cc(NC(=S)N2c3ccccc3CC2C)cc(OC)c1 (stereo not given),-20.9,-0.9,-2.4,8.9,-29.1,0.2,12.5,-1.6,-0.4,-10.2,5.2
O=C1NC(CCc2ccccc2)C(=O)N1Cc1cccc2ccccc12 (stereo not given),4.8,25.7,-11.1,21.8,-3.4,1.2,5.1,7.3,5.4,4.0,-1.1
CCC(=O)Nc1ccc(S(=O)(=O)N2CCc3ccccc3C2)cc1,8.3,16.9,-2.5,0.5,10.6,-13.7,3.8,-2.9,-0.1,-3.5,2.5
C(=Cc1nc2ccccc2o1)c1ccc2c(c1)OCO2,-98.4,-22.9,4.1,-23.9,-104.5,-7.5,45.2*,-128.6,-2.8,-4.2,-4.5
COc1cc(C(C)=O)ccc1OCC(=O)N1CCc2ccccc2C1,-5.0,-10.2,-12.5,-11.3,3.5,-2.9,-2.0,-6.0,-0.9,-2.1,0.3
COc1cc(CNc2ccc(S(N)(=O)=O)cc2)ccc1OCC(=O)NC1CCCCC1,17.1,-0.9,-1.1,-8.2,1.4,7.7,-6.9,3.6,2.5,3.5,-11.2
O=c1cc(C(F)(F)F)[nH]c(=O)n1C1CCCCC1,10.6,-2.0,-1.0,18.6,-21.0,2.0,1.3,1.3,-2.0,5.3,2.3
COc1ccc(OC)c(C2C(C(C)=O)=C(O)C(=O)N2CCc2ccc(OC)c(OC)c2)c1 (stereo not given),8.9,15.4,9.2,-3.7,-5.5,-9.7,2.0,-6.3,-0.1,-8.8,4.0
CCCCCC(=O)N1CCN(CCN=CC2=C(O)CC(c3ccc(OC)cc3)CC2=O)CC1 (stereo not given),8.1&12.0,-12.6&-12.8,4.5&0.2,2.3&2.0,-9.1&-9.5,-3.7&2.5,3.3&-6.7,-26.4&-1.2,3.1&-1.3,-11.9&1.8,1.6&7.8
O=C1C=C(c2cc(C(F)(F)F)cc(C(F)(F)F)c2)C[C@@H](c2ccc3c(c2)OCO3)C1,15.5,-16.4,-1.3,-10.7,11.8,-3.2,5.6,-22.8,1.4,-6.6,-4.2
CCc1nc(NCc2ccc3c(c2)OCO3)c2oc3ccccc3c2n1,6.6,5.0,-1.3,2.9,0.6,2.9,-6.5,11.9,2.8,-2.5,2.7
CCCCCCCC(=O)N1c2ccccc2NC(=O)C1CC(=O)Nc1ccc(C(=O)O)cc1 (stereo not given),-6.0,-1.0,3.3,-6.3,14.9,-0.3,3.9,-1.1,-0.2,-1.3,3.3
COc1cccc(-c2nc3n(n2)C(c2cccs2)C(C(=O)Nc2cccnc2)=C(C)N3)c1 (stereo not given),23.0,-13.2,-12.0,3.5,-19.4,-6.1,49.5*,-11.2,-2.3,1.0,10.6
N#Cc1c(N2C(=O)Nc3ccccc3N2O)sc2c1CCCC2,-3.9,-16.7,-1.3,18.6,2.6,-10.2,7.9,-7.8,0.1,0.2,11.7
Cc1ccc(-c2nnn(CC(=O)N(Cc3cccs3)C(C(=O)NC(C)(C)C)c3ccco3)n2)o1 (stereo not given),-2.1,-7.8,0.2,3.3,-11.5,5.1,5.1,-6.6,-2.1,-2.7,8.7
C=CCNC(=O)c1onc(CSc2ccncc2)c1C(=O)NCC=C,9.5,-13.1,0.8,-4.8,4.7,1.7,-2.2,12.4,0.5,-0.3,5.0
N#Cc1c(SCC(N)=O)nsc1SCc1ccccc1Cl,-5.1,-8.7,-10.5,-5.1,0.3,-7.6,2.6,-0.7,1.6,3.0,8.8
CCN1CCN(C(c2cccs2)C(C)NS(=O)(=O)c2ccccc2)CC1 (stereo not given),4.0,-0.5,-1.7,7.7,6.6,-5.6,-15.5,17.0,0.9,0.3,-0.2
Cc1ccc(SCC(=O)Nc2ccc(N3CCN(C)CC3)c(F)c2)c(C)c1,9.6,-14.6,-5.4,-16.3,3.3,-2.2,-3.1,14.8,-0.4,10.8,19.2
O=S1(=O)[C@H]2C[C@H](CO)O[C@@]2(CO)CN1Cc1ccc(-c2ccc(F)cc2)cc1,-7.5,4.4,-14.3,13.5,-4.7,-15.4,-1.1,-30.3,-0.5,1.5,16.8
COc1cc(C2NC(=O)NC(O)(C(F)(F)F)C2C(=O)c2ccc(Cl)cc2)ccc1O (stereo not given),9.4,-38.0,8.2,-4.9,-12.8,4.9,2.9,9.3,-1.0,-1.7,-3.4
O=C1c2cccc3cc([N+](=O)[O-])cc(c23)C(=O)N1CCN1CCCC1,-51.7,i,1.9,-102.1,59.0,-3.8,74.2*,76.0*,-0.5,4.0,-8.9

smiles,SRC3 inh,NCOA2 inhibitor,TLR9-MyD88 block,NR2F2 inh,NCOA1 inh,NOD2-RIPK2 inh,EBV LMP1 NFkB,LRH-1 inv ag,MC4R ag barr,ABHD5-PLIN5 inh,MC4R antagonist
CCC1C(C#N)=C(SC)NC2=C1C(=O)CC(C)(C)C2 (stereo not given),3.5,-6.8,-6.8,8.2,-3.1,-7.3,4.0,9.1,-0.9,6.0,5.4
Oc1ccc(C=NNC(=S)Nc2ccc(F)cc2)c(O)c1,-37.0,-44.7,-5.9,-39.3,-63.7,3.8,8.4,-119.7,1.4,6.3,-0.3
COc1ccc(NC(=O)c2ccccc2NC(=O)COc2ccccc2)cc1,-11.7,-1.9,3.3,-15.7,-2.6,5.7,-16.9,3.1,-0.7,-7.2,-0.4
CN1CCN(S(=O)(=O)c2ccc(N)cc2)CC1,-7.0,-6.5,-2.5,3.5,-2.5,1.3,-2.3,7.9,1.0,-0.7,6.1
Cc1ccc(S(=O)(=O)N2CCC(C(=O)NN3CCCCC3)CC2)cc1,-1.0,-4.9,-0.2,-18.5,6.0,-7.2,-8.9,16.1,-2.7,1.3,-3.3
CCC(=O)n1nc(-c2cccnc2)nc1NCc1cccs1,11.1,-7.8,5.0,7.8,-0.3,1.6,2.4,4.8,-2.1,-3.3,5.4
COc1cc(CN2CCCCC2)ccc1OCc1ccccc1,-16.8,-36.1,-2.0,-1.8,-32.0,0.2,-30.2,-36.2,-1.4,0.9,-3.1
CCc1ccc(/C=C2\Oc3c(ccc(O)c3CN3CCN(CCO)CC3)C2=O)cc1,2.0,-6.3,4.5,6.3,-12.5,14.1,-3.2,-10.2,1.8,-2.4,15.0
O=C(c1cc(Cl)ccc1Cl)N1CCN(Cc2ccccc2)CC1,15.3,-0.3,5.6,1.2,-6.8,-11.5,16.4,10.9,1.3,5.6,1.0
Cc1nc(NC(=O)CCC(=O)O)sc1C(=O)N(C)C,-5.7,2.7,5.0,-9.4,0.8,-15.4,2.9,9.1,-1.6,-9.3,6.7
CC(OC(=O)c1cccnc1Cl)C(=O)Nc1ccc(S(N)(=O)=O)cc1 (stereo not given),14.5,3.1,6.4,-22.3,6.4,-9.5,-6.4,-5.2,-0.3,2.0,18.7
O=C1CCCC/C1=C/Nc1ccc(C(=O)O)cc1,-42.8,-45.7,-0.8,-10.4,-18.4,-16.1,-0.6,10.8,-0.1,3.7,-1.1
CC(=O)c1cccc(-n2nnnc2SCC(=O)NNC(=O)C2CCCCC2)c1,5.9,14.9,-8.6,16.7,-19.5,-3.9,2.7,18.1,-1.1,-1.4,3.0
CN(C)C(C)(C)C#CCC(c1ccccc1)c1ccccc1,14.8,-26.6,-2.1,4.3,1.0,4.8,6.6,5.4,0.5,0.6,9.3
Cn1c(=O)c2c(nc(NCc3ccco3)n2CC(O)COc2ccccc2)n(C)c1=O (stereo not given),10.8,2.2,8.1,-8.1,17.1,-7.9,15.2,-4.4,8.0,11.8,3.2
O=c1[nH]c(CN(CCc2ccccc2)S(=O)(=O)c2ccc(Cl)cc2)nc2ccccc12,-6.6,11.6,-11.0,22.2,8.4,5.5,-0.9,24.8,22.7*,2.7,1.9
CCOC(=O)c1cc(C)nn1-c1nc(Cl)cc(OC)n1,11.4,-1.2,-6.2,6.3,6.0,-0.1,3.1,22.9,-1.9,-2.3,13.8
CCN(CC)C(=O)c1[nH]cnc1C(=O)NCc1ccccc1,2.0,6.4,-8.1,-3.0,-14.3,-12.0,2.3,-20.0,-0.4,1.0,-2.8
